# SNCA expr inh: inhibitors of alpha-synuclein (SNCA) gene expression; Potency, µM (highest dose often 57.2 µM), for the others: at the top dose activity change, negative = inhibition, hits mostly inhibitors; AID 1671194; 140,000 compounds, 0.17% hits; HEK-293 SNCA-luciferase knock-in, luminescence, 24 h;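 further: potency means the concentration at half of the fitted maximal effect; plate controls were DMSO cells for no effect and cell-free wells for full effect; nearly all actives have a fitted effect of over 45% in size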
# IP6K1 inh: inhibitors of human IP6K1; IP6K1 kinase, ADP-Glo luminescence, 2 h; hits give low values; activity change, % (series mostly up to about 58 µM); 140,000 compounds, 0.81% hits; AID 1645851; in the data active means activity change below about -25%
# Target sequence (Q92551 whole entry, looked up): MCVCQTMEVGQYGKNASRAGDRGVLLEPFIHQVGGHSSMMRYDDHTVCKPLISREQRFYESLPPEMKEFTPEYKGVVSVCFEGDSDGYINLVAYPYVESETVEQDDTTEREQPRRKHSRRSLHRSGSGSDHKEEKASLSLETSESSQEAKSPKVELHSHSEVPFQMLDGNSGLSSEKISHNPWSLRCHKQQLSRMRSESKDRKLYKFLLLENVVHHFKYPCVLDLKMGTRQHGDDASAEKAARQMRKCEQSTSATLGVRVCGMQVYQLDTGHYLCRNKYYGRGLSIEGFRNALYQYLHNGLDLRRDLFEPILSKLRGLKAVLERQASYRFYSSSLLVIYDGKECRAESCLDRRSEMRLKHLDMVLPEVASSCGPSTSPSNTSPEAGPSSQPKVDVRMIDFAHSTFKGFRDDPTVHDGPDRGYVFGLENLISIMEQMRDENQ
#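 ADP-Glo luminescence measures ADP made by human IP6K1 during a 2 h RT reaction with ATP/IP6 (mix at 1.3 mM/130 uM); top library doses 57.5 and 19.1 uM final.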
# Luciferase inh: inhibitors of firefly (Photinus pyralis) luciferase. P08659. purified P. pyralis luciferase, luminescence, biochemical. Potency, µM (doses to about 115 µM), without a hit: top-dose activity change, negative = inhibition, most hits filed as inhibitors. 76,000 compounds, 2.5% hits. AID 1347043; further: potency means the concentration at half of the fitted maximal effect; nearly all actives have a fitted effect of over 65% in size
# Target sequence (P08659 whole entry, looked up): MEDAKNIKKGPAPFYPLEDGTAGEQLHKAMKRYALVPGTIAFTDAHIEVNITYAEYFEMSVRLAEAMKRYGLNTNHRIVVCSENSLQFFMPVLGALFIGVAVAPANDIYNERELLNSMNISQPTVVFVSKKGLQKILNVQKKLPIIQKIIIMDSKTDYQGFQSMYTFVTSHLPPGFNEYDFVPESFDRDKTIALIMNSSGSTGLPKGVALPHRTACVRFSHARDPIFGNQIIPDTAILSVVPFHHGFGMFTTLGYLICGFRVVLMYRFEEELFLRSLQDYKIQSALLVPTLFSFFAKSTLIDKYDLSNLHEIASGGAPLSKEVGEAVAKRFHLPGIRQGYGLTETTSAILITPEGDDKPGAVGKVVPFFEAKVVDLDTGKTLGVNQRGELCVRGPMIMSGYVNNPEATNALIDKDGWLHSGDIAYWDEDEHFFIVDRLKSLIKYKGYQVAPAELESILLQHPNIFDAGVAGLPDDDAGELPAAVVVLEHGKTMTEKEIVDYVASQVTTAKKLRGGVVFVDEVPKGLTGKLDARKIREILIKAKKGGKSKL
#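 Luminescence read by CCD imager after adding enzyme (10nM final) to wells holding compound, titrated in qHTS. Substrates 10uM each D-luciferin and ATP; buffer 50mM Tris acetate pH 7.5, 10mM Mg acetate, Tween-20, BSA.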
# 3T3 cytotox: NIH 3T3 cell cytotoxicity; NIH 3T3 viability, CellTiter-Glo ATP luminescence, 48-72 h; Potency, µM (series often up to 96.7 µM), for the others: at the highest dose activity change, negative = cytotoxicity, actives largely listed as inhibitors; 94,000 compounds, 4.3% hits; further: potency means the concentration at half of the fitted maximal effect; nearly all actives have a fitted effect of over 55% in size
#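 Cytotoxicity is measured as loss of cellular ATP: NIH 3T3 cells (400/well) are exposed to compound for 48 or 72 hr at 37 °C, then CellTiter-Glo luminescence is imaged after 10 min at room temperature.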
# GPT2 inh: GPT2 alanine aminotransferase inhibition; Q8TD30; Recombinant GPT2, coupled pyruvate oxidase/HRP Amplex Red fluorescence; Potency, µM (titrated, usually from 57.7 µM), inactives show at the top dose activity change, negative = inhibition, usual class: inhibitors; 100,000 compounds, 0.25% hits; further: potency means the concentration at half of the fitted maximal effect; nearly all actives have a fitted effect of over 60% in size; many of its hits are not listed in these tables
#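 GPT2 10ng/uL, a-KG 250uM, L-Ala 2mM, HEPES pH7.5 + 0.0001% Tween; 30 min RT. Then Amplex mix (PO/HRP/ThPP), 30 min RT dark, fluorescence. AOA 50uM used as positive control.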
# HEK293 viab: reduces viability of HEK-293 SNCA reporter cells; HEK-293-SNCA-luc viability, GF-AFC fluorescence, 24 h; Potency, µM (doses to about 57.1 µM), without a hit: at the top dose activity change, negative = cytotoxicity, actives largely listed as cytotoxic; 150,000 compounds, 0.12% hits; AID 1671193;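 further: potency means the concentration at half of the fitted maximal effect; 0% = DMSO-treated cells and -100% = medium-only wells without cells; nearly all actives have a fitted effect of over 30% in size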
#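 HEK-293-SNCA-luc cells (1500/well) plated 24 h, then exposed 24 h to a dilution series; GF-AFC added 30 min at 37C, fluorescence 405/540 nm; normalised to medium-only and DMSO wells, Hill fit.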
# HEK293 tox: cytotoxic compounds in HEK 293 cells. HEK 293 viability, ATP luminescence (CellTiter-Glo), 48-72 h. AID 1345083. Potency, µM (highest dose often 115 µM), without a hit: at the highest dose activity change, negative = cytotoxicity, usual class: inhibitors. 94,000 compounds, 6.6% hits; further: potency means the concentration at half of the fitted maximal effect; nearly all actives have a fitted effect of over 60% in size
#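 qHTS cytotoxicity; HEK 293, 250 cells/well; compound pinned; 48 or 72 hr, 37 degree Celsius, 5% CO2, 95% humidity; CellTiter-Glo, 10 min RT; luminescence (ATP).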
# * hit, by the source's call; i = inactive; ? = inconclusive; . = not tested or not shown; [ ] = another dose, or the depositor's remark. Unless noted, the call rests on the fitted dose curve; in most records, active means well fitted curve in the direction sought with a large enough effect; inconclusive means small, poorly fitted or top-dose-only effect, or another doubt; inactive means no such curve, though single readings can be large; an effect the other way counts as inactive or inconclusive. Unless noted, on the % scale 0 is the no-effect control and ±100 the full control effect. This is a subset; the hit share may differ from the screen's.
SMILES,SNCA expr inh,IP6K1 inh,Luciferase inh,3T3 cytotox,GPT2 inh,HEK293 viab,HEK293 tox
C[C@@H](NC(=O)Nc1cccnc1)c1onc(-c2ccc(Cl)cc2)c1C(=O)O,7.6%[87.6 µM],6.4,2.2%[172 µM],-4.1%[138 µM],-14.2%[88.5 µM],6.3%[87.6 µM],i
Cc1ccccc1OCC(=O)NCC(c1ccc(Cl)cc1)N1CCOCC1 (configuration not stated),16.0%,-7.7,.,.,.,2.4%,.
Cc1cc(SCC(=O)Nc2ccc(Cl)cc2)nc2ccccc12,-11.1%,10.4,.,.,.,-2.0%,.
O=C(Nc1cccc(Cl)c1)C1CCCN(c2nn3cc(-c4ccc(F)cc4)nc3s2)C1 (configuration not stated),?,4.8,.,.,.,-27.0%,.
O=C(c1ccc2c(c1)N(Cc1cccc(Cl)c1)C(=O)c1ccccc1S2(=O)=O)N1CCN(c2cccc(C(F)(F)F)c2)CC1,-5.4%,-8.7,.,.,.,11.3%,.
O=C(c1ccsc1)N1CCC2(CC1)NC(=O)N(Cc1ccc(Cl)cc1)C2=O,?,-11.9,-0.2%,?,i,-0.6%,?
Cc1ccc(Cl)cc1NC(=O)CN(C)S(=O)(=O)c1ccc2c(c1)n(C)c(=O)c(=O)n2C,6.3%,-14.7,.,.,.,4.3%,.
O=C(O)c1ccc(CN2Cc3[nH]cnc3C[C@H]2c2nc(-c3ccc(F)cc3)no2)cc1,36.3%[activator][87.6 µM],11.7,-9.1%[172 µM],-20.5%[138 µM],2.3%[88.5 µM],12.0%[87.6 µM],-21.8%[172 µM]
Cc1cn([C@H]2C=C[C@@H](CO)O2)c(=O)[nH]c1=O,-21.7%,-3.4,.,.,-0.5%,6.4%,.
CC(=O)Nc1ccc(S(=O)(=O)N[C@H]2CO[C@H]3[C@@H]2OC[C@H]3OC(=O)Nc2ccc(C(C)=O)cc2)cc1,14.2%,6.6,11.2%,-22.0%,?,0.7%,i
CN1CC(=O)N(C2CNC2)Cc2c1ncnc2N1CCOCC1,-15.2%,17.4,.,i,-15.2%,1.6%,i
COc1ccc(CNC(=O)c2cc3c(=O)n(C)c4ccccc4c3n2C)cc1,-4.4%,6.7,.,.,.,4.2%,.
COc1ccc2cc(CNc3ccc(C)cc3)c(=O)n(CC(=O)Nc3ccc(OC)c(Cl)c3)c2c1,-9.5%,-0.5,.,.,.,-10.0%,.
COCCN1CCC(N2CCN(C(=O)c3ccc(F)c(F)c3)CC2)C1=O (configuration not stated),0.9%,10.8,0.7%,2.4%,i,4.3%,0.5%
COc1ccc(-c2ccc3c(c2)C(=O)N2CCN(C(=O)CC4(CC(=O)O)CCCC4)C[C@H]2C(=O)N3)cc1,-13.2%,2.9,-23.5%,2.7%,-3.4%,-7.4%,-0.9%

# Record cards, as listed above. Values in the order: SNCA expr inh, IP6K1 inh, Luciferase inh, 3T3 cytotox, GPT2 inh, HEK293 viab, HEK293 tox
# Cc1cc(SCC(=O)Nc2ccc(Cl)cc2)nc2ccccc12 is listed as -11.1%, 10.4, ., ., ., -2.0%, .
# Cc1ccc(Cl)cc1NC(=O)CN(C)S(=O)(=O)c1ccc2c(c1)n(C)c(=O)c(=O)n2C is listed as 6.3%, -14.7, ., ., ., 4.3%, .
# O=C(Nc1cccc(Cl)c1)C1CCCN(c2nn3cc(-c4ccc(F)cc4)nc3s2)C1 (configuration not stated) is listed as ?, 4.8, ., ., ., -27.0%, .

# (listing goes on)
SMILES,SNCA expr inh,IP6K1 inh,Luciferase inh,3T3 cytotox,GPT2 inh,HEK293 viab,HEK293 tox
Cc1ccc(NC(=O)c2ccc3c(c2)N(C)C2CCCCCN2C3=O)cc1 (configuration not stated),110.3%[activator],16.3,?,?,i,2.4%[12.5 µM],?
CN(C)c1cccc(-c2cnc(Nc3cccc(N[S+](C)(=O)[O-])c3)c3c2CCO3)c1,-21.0%[87.6 µM],-9.5,?,?,i,?,20µM*
CN1CCN(C(=O)c2nc3sccn3c2-c2ccc(F)cc2)CC1,11.5%,20.3,.,-12.5%,i,0.2%,-3.4%
CCN(CC)CCNC(=O)c1c(C)oc2ncn(C)c(=O)c12,14.1%,23.8,.,.,.,7.8%,.
COc1ccc(C(=O)N[C@@H]2CCC[C@@H]2C(=O)N2CCN(c3ccccc3F)CC2)cc1,-24.6%,-5.5,3.4%,i,i,?,i
Cn1nc2n(c1=O)CCN(CC1CCCCC1)CC2,-24.7%,-9.7,-5.7%,-18.1%,-3.9%,12.5%,-15.2%
CCC(=O)N1CCc2cc(Br)cc(S(=O)(=O)CCC(=O)N3CCN(c4ccc(F)cc4)CC3)c21,-0.9%,16.5,.,.,.,0.9%,.
O=C1CC(c2ccccc2)N(C(=O)Nc2ccccc2)CCCCCN1 (configuration not stated),10.4%,16.0,-6.5%,-18.6%,-5.7%,5.1%,-6.1%
CC(C)CCN(C1CCOCC1)C1CCN(C(=O)c2ccc(F)cc2)CC1,2.3%,-12.2,0.0%,-19.7%,?,-10.2%,-12.3%
COCC1CN(Cc2cccc3[nH]ccc23)CC12CCNCC2 (configuration not stated),0.2%,24.7,-0.8%,-28.7%,?,-1.9%,?
Cc1nn(-c2ccccc2)c2c1C(C1CC1)N(CC1CN(C(=O)c3ccc(F)cc3)C1)C2=O (configuration not stated),.,9.9,.,?,.,.,35.5µM*
Cc1ccc(Cn2cnc3nc4c(cc3c2=O)CCCC4)cc1,101.5%[activator],8.3,.,.,.,-12.8%,.
COc1cn(CC(=O)Nc2ccc(C)cc2)c(CN2CCCCC2)cc1=O,-11.5%,35.3,.,.,.,-3.7%,.
O=C(NCc1ccccc1)c1ccc2nnc(-c3ccoc3)n2c1,?,2.0,.,?,2.2%[88.5 µM],8.2%[87.6 µM],-7.6%[172 µM]
Cc1ccsc1C(=O)N1CC[C@@H]2COCCN(Cc3cccnc3)[C@@H]2C1,1.5%,4.4,-6.1%,?,i,-2.9%,-7.3%
O=C(NCCc1cccc(Oc2ccccc2)c1)[C@H]1CCC[C@H](O)C1,-10.3%,42.0,-0.1%,-35.0%,0.5%[11.5 µM],-6.9%,?
CCOC(=O)c1c(N)n(-c2cccc(OC)c2)c2nc3ccccc3nc12,8.7%,2.4,.,.,.,-4.7%,.
COCC(=O)NC[C@H]1CCN(Cc2ccc(Br)o2)C[C@H]1N(C)C,-18.3%,8.6,3.6%,-13.4%,i,-6.4%[12.5 µM],-4.3%
CCOC(=O)c1cccc(NC(=O)c2cc(CN3CCOCC3)on2)c1,139.4%[activator],2.9,.,.,.,10.4%,.
O=C(NC[C@H](O)CN1CCc2ccccc2C1)c1ccnc(NC2CCC2)c1,.,-11.8,.,.,i,20.6%,.
CCOc1ccc(-n2c(=O)c3c(C)c(C)sc3n(CC(=O)C(C)(C)C)c2=O)cc1,-12.8%,31.9,.,.,.,-26.6%,.
CCOc1ccc(-c2cc3c(=O)n(CC(=O)NCc4ccc(OC)cc4)ccn3n2)cc1,156.9%[activator],-11.0,.,.,.,2.0%,.
Cc1ccc(C)c(N2CCN(C(=O)CCn3c(=O)c4cccn4c4cccnc43)CC2)c1,5.0%,1.0,.,.,.,-0.9%,.
COc1ccc(-c2ccc3nnc(CNC(=O)c4ccc(C#N)cc4)n3n2)cc1,1.3%,-9.6,8.6%,-36.3%,i,-7.5%,-28.2%
CCN(c1ccccc1)S(=O)(=O)c1ccc(NC(=O)c2nc(S(C)(=O)=O)ncc2Cl)cc1,?,-43.2*,.,.,.,10µM*,.
COc1ccc(OC)c(CCNC(=O)c2c(C)oc3ncn(CC(C)C)c(=O)c23)c1,-12.7%,37.7,.,.,.,-9.3%,.
CCCN(CC1CCOC1)C(=O)c1ccc(Br)o1 (configuration not stated),?,11.0,0.0%,-21.7%,3.5%,1.6%,-5.8%
CCOc1ccc(Nc2sc(C(=O)c3ccc(F)cc3)c(N)c2S(=O)(=O)c2ccc(C)cc2)cc1,0.1%,20.1,.,.,.,5.2%,.
CC(C)c1nn2c(=O)cc(COC(=O)c3cccc(NC(=O)c4ccccc4F)c3)nc2s1,-3.7%,-4.8,.,.,.,2.8%,.
CCCCOC(=O)c1ccc(NC(=O)CSc2nc3c(c(=O)[nH]2)CCC3)cc1,1.5%,11.8,.,.,.,6.1%,.
COCCCN1C(=O)c2[nH]nc(-c3cc(C)ccc3O)c2C1c1ccc(F)cc1 (configuration not stated),13.4%,20.3,.,.,.,-17.1%,.
COCCNC(=O)C(NC(=O)c1ccccc1)C1CCN(C(=O)C2CC2)CC1 (configuration not stated),35.2%[activator],12.9,5.5%,0.8%,-0.7%,5.0%,2.6%
Cn1c(CN2CCN(c3ncccc3C#N)CC2)nnc1C1CC(N)C1 (configuration not stated),14.3%,10.9,4.8%,i,0.4%,3.5%,i
CCC(C)NC(=O)C(NC(=O)c1ccccc1Cl)C1CCN(C(=O)CCc2ccccc2)CC1 (configuration not stated),-13.7%,21.8,-1.8%,?,-9.6%,8.3%,?
CCC(C)(C)C(=O)N1CCC(N2CC3CC(C2)[C@H]2CCCC(=O)N2C3)CC1 (some centres not stated),-20.8%,10.5,-2.1%,i,i,-4.9%,-1.3%
CC(=O)Nc1ccc(S(=O)(=O)NC2(C(F)(F)F)NC(=O)N(CCc3ccc(F)cc3)C2=O)cc1 (configuration not stated),-19.1%,-22.3,.,.,.,13.3%,.
CC(C)NC[C@H]1O[C@@H](CO)[C@@H](O)[C@H]1N(C)CCN(C)C,9.1%[87.6 µM],-4.8,15.4%[172 µM],i,-5.6%[88.5 µM],-2.7%[87.6 µM],i
O=C(Cc1ccccn1)NC1CCN(Cc2cccc(-c3ccc(F)c(F)c3)c2)CC1,4.4%,15.7,.,?,?,4.8%,?
O=C1CCN(Cc2ccccc2)CCCC(c2nc(-c3cnccn3)no2)CCN1 (configuration not stated),4.5%,6.6,-2.6%,-22.5%,4.3%,7.2%,-15.1%
COc1ccccc1CC(=O)N1CCCc2ncc(C(=O)NC(c3ccccc3)c3ccccc3)cc21,-9.8%,1.2,-16.8%,-41.0%,-9.8%,-3.1%,?
O=C(NC1CC1)C1CCCN1C(=O)c1cccc(-c2ccccn2)c1 (configuration not stated),17.9%[87.6 µM],3.7,.,-17.0%[138 µM],-16.5%[88.5 µM],-9.0%[87.6 µM],-13.2%[172 µM]
Cc1ccc(N2C(=O)CC(c3ccccc3F)C3=C2COC3=O)cc1Cl (configuration not stated),-2.9%,10.8,.,.,.,-6.9%,.
CCN1CC(c2nc(-c3ccc(-n4nc(C)cc4N)cc3)no2)CCC1=O (configuration not stated),-24.1%,-9.4,4.6%,?,2.7%,-4.9%,?
O=C(CC1CCCC1)N1CCOc2ccc(CN3CCCCC3)cc2C1,7.5%,-7.2,3.6%,3.5%,-5.7%,-9.2%,-22.3%
CN1CCc2nc3sc(C(=O)Nc4cccc(C#N)c4)c(N)c3cc2C1,200.0%[activator],30.3,.,.,.,4.8%,.
